# Compound activity from PubChem BioAssay.
# PPC-1+TRAIL kill: compounds killing PPC-1 cancer cells with TRAIL present (potentiator screen, no TRAIL-free arm). cell killing (% activity), % at 4 µM. 220,000 compounds, 0.41% hits. AID 1443. PPC-1 cells + TRAIL, ATPLite viability luminescence;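 active = cell killing above 50% in the first pass at 4 µM, then a duplicate retest at 5 µM averaging 50% or more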;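 note: plate controls were cells with TRAIL plus DMSO for no effect and medium-only wells lacking cells for full effect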
# NPY-Y1 antag: NPY-Y1 (human) receptor antagonism; P25929; inhibition, % at 3.6 µM; AID 1040; 200,000 compounds, 1% hits; HEK293-CNG Y1 cells, membrane potential fluorescence; NPY at EC95, then isoproterenol;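 active = inhibition above the campaign mean inhibition of all tested compounds plus 3 SD, cut at about 20% in these data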;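 note: 0% = DMSO wells given NPY plus isoproterenol and 100% = isoproterenol alone without NPY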
# Target sequence (P25929 whole entry, looked up): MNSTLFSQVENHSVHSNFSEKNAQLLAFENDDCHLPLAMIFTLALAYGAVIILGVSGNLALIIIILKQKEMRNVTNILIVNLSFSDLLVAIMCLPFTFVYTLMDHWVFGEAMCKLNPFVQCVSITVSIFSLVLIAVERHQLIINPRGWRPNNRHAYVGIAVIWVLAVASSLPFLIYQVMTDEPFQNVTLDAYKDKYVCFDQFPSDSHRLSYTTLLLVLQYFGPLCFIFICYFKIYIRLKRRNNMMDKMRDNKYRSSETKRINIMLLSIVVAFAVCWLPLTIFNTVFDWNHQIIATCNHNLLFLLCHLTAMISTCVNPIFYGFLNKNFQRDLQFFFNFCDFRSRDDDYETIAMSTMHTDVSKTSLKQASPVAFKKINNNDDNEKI
#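 Material: Y1- and CNG-channel-expressing HEK293 cells / Probe or stimulus: NPY 25 nM then isoproterenol 1 µM plus Ro 20-1724 25 µM / Doses: 3.6 µM single dose, DMSO 0.4% / Schedule: compound incubation 1 h at room temperature, readout 45 min post-stimulation / Signal: membrane potential fluorescence / Benchmarks: isoproterenol-only wells as full block versus NPY-plus-isoproterenol wells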
# EP2 antag: blocks the human prostaglandin E2 receptor EP2. AID 1422. 260,000 compounds, 0.52% hits. C6 glioma cells expressing human EP2, cAMP TR-FRET; cells stimulated with saturating PGE2. inhibition, % at 25 µM. P43116;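 active = percent inhibition above 40 after rounding to a whole number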;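 note: rat C6 glioma host cells with rolipram phosphodiesterase inhibitor present; the protocol text gives 20 µM as final concentration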
# Target sequence (P43116 whole entry, looked up): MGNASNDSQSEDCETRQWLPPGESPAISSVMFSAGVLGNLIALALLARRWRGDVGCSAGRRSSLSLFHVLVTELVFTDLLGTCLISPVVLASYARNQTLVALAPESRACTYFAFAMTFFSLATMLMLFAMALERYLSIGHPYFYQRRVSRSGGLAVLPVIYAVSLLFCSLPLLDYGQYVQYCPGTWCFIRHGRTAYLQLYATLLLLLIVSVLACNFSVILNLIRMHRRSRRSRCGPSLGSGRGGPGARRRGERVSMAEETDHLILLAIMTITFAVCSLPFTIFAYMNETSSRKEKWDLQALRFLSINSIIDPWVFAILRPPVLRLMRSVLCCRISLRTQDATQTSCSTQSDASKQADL
# NPY1 pot ag: potentiates or activates human NPY-Y1 receptor; NPY-Y1 expressing cells, potentiator/agonist activation; AID 1304; activation, % at 3.6 µM; P25929; 220,000 compounds, 0.37% hits; in the data active = activation above about 33%, passing the limit was not always enough;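 note: cells stimulated with NPY at EC10 then isoproterenol at EC100; 0% = low agonist plus stimulus and 100% = saturating agonist plus stimulus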
# EP2 modulator: EP2 receptor (human) modulation. P43116. EP2-expressing cells, cAMP HTRF FRET, PGE2 co-stimulation. induction, % at 25 µM. 260,000 compounds, 0.83% hits;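 active = compounds whose cAMP rise, as percent of the full-agonist control response, exceeds 60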;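 note: rat C6 glioma line stably carrying human EP2 under a CMV promoter; the protocol text gives 20 µM as final concentration; 100% = response of wells given 1 µM PGE2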
# TRPN1 ag: agonists of zebrafish TRPN1 channel; HEK293 zebrafish TRPN1-YFP, Fluo-8 calcium fluorescence; 100% = response to 87 µM carbachol; activation, % at 3 µM; 220,000 compounds, 0.18% hits;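 active = activation above its plate's cutoff, the mean activation of test wells on that plate plus 3 SD, cut at about 19% in these data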;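 note: 0% = DMSO alone and 100% = 87 µM carbachol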
#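 System: zebrafish TRPN1-YFP in HEK293 cells / Dosing: 3 µM single point / Timing: dye loading 1 h at 37 °C, then 30 min room temperature / Signal: Fluo-8 calcium fluorescence, excitation 470-495 nm, emission 515-575 nm / Read-out basis: percent activation from peak over basal fluorescence ratio, control-normalized / Control set: high carbachol 87 µM, low DMSO alone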
# TRPML3 ag: agonists of human TRPML3 channel; Q8TDD5; HEK293 TRPML3-YFP, Fluo-8 calcium fluorescence; 100% = the carbachol control signal; activation, % at 3 µM; 220,000 compounds, 0.29% hits; AID 1448;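 active = activation above its plate's cutoff, the mean activation of the plate's test wells plus 3 SD, cut at about 12% in these data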;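 note: 0% = DMSO only wells and 100% = carbachol wells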
#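 system = HEK293 cells stably carrying human TRPML3-YFP | doses = one concentration, 3 µM nominal, 0.3% DMSO | timing = dye loading 1 h 37 °C then 30 min ambient, 125 s read | detection = Fluo-8 calcium dye fluorescence, ex 470-495, em 515-575 nm | benchmarks = high control carbachol 87 µM, low control DMSO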
# 14-3-3 Bad PPI: disrupts binding of bovine 14-3-3 zeta to phospho-Bad peptide; P63103; TR-FRET 14-3-3zeta/Dy647-pBad peptide displacement, 1 h; inhibition, % at 21.7 µM; 220,000 compounds, 0.71% hits;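 active = inhibition above about 70%, limit read from the data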;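 note: 0% = full 14-3-3 plus peptide FRET controls and 100% = background without 14-3-3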
# Target sequence (P63103 whole entry, looked up): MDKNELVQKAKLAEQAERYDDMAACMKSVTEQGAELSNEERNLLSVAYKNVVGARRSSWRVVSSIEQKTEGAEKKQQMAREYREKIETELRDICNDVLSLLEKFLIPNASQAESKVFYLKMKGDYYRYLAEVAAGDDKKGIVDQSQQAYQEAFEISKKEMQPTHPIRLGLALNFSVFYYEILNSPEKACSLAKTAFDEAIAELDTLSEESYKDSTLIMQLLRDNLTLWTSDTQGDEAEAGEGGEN
# CHOP inh: CHOP inhibition in unfolded protein response. 220,000 compounds, 3.8% hits. AID 2732. inhibition, % at 10 µM. CHO-K1 CHOP-promoter luciferase, tunicamycin-induced, 15-18 h;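 active = compounds that reduced the stress-induced luciferase reporter signal by more than about 70% of percent inhibition, limit read from the data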;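 note: 0% = tunicamycin plus vehicle and 100% = wells without tunicamycin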
# Numbers without * were called inactive; / = not tested or not shown; & = joins results of further samples; [ ] = dose if it differs, or a comment.
molecule,PPC-1+TRAIL kill,NPY-Y1 antag,EP2 antag,NPY1 pot ag,EP2 modulator,TRPN1 ag,TRPML3 ag,14-3-3 Bad PPI,CHOP inh
CCc1ccc2nc(Nc3nc(COC)cc(=O)[nH]3)nc(C)c2c1,10,2,18,-10,5,-0.1,-0.1,10,16
COC(=O)c1ccccc1NC(=O)COC(=O)CSCC(=O)N1CCOCC1,-12,5,7,-11,3,1.0,0.4,-2,28
COc1cc(OC)c(C2N(c3ccccn3)C(=O)C3CCCN32)cc1OC (configuration not stated),24,-2,7,2,5,-0.4,0.4,-7[fluorescence artefact?],11
CC1CCc2nn(CC(=O)N3CCc4ccccc43)cc2C1 (configuration not stated),22,-3,5,9,-17,-0.6,0.1,-2,4
CC(C)(C)OC(=O)N/N=C/c1cc(N=Nc2ccccc2)ccc1O,17,1,8,-9,-12,1.5,0.5,1,56
Cc1cccc(C(C)C)c1NC(=O)c1cccnc1,15,4,16,3,8,-0.5,0.1,-1,-4
CCN(CC(=O)Nc1cc(C)nn1-c1nc(C)cc(C)n1)Cc1ccccc1,-30,9,/,18,-32,-0.6,-1.1,-4[fluorescence artefact?],-15
O=C(NCc1nc(-c2ccccc2)no1)c1cccs1,7,4,10,16,-14,-0.7,0.0,5,6
COc1ccc(-c2cn3cccnc3n2)cc1NC(=O)c1cc(OC)c(OC)c(OC)c1,17,6,5,-10,-63,-0.2,1.2,-13,6
CC(=O)NC(NC(C)=O)c1ccc(Br)cc1,-9,4,10,12,-19,1.5,1.0,6,4

# Next results.
molecule,PPC-1+TRAIL kill,NPY-Y1 antag,EP2 antag,NPY1 pot ag,EP2 modulator,TRPN1 ag,TRPML3 ag,14-3-3 Bad PPI,CHOP inh
CC1=CC(C2CC(=O)N(c3ccc(C)cc3)C2=O)CC2C(=O)N(c3ccc(C)cc3)C(=O)C12 (configuration not stated),12,-11,2,-11,30,0.5,0.9,-5,-13
Cc1ccc(NC(=O)CN(C)C(=O)CCC(=O)c2cccs2)cc1,0,2,6,-10,12,-0.1,0.1,-9,5
CCn1c(SCC(=O)Nc2cccc(OC)c2)nnc1-c1ccc(Cl)cc1,-1,6,7,-39,-16,-0.4,0.3,-7,-1
O=[N+]([O-])c1cc(S(=O)(=O)C(F)(F)F)ccc1Sc1nc2ccccc2[nH]1,11,12,9,-4,-3,-0.3,0.8,-10,108*
COc1cc(C(=O)Nc2ccc(C(=O)O)cc2)ccc1OC(C)=O,23,5,5,-14,15,1.9,0.8,-1,-2
CC(OC(=O)Cc1coc2cc3c(cc12)CCC3)C(=O)NCc1ccc2c(c1)OCO2 (configuration not stated),-12,2,11,-12,4,-1.4,-0.1,-12,41
CCCOc1cccc(C(=O)NC(=S)Nc2cccc(NC(=O)c3ccccc3Cl)c2)c1,13,3,-1,1,-27,0.4,0.3,0[fluorescence artefact?],27
CCOC(=O)c1ccc(NC(=O)c2nc[nH]c2C(=O)N[C@H](C)c2ccccc2)cc1,14,/,13,/,18,/,/,-8,70*
CCC(C)NC(=O)c1ccccc1SC (configuration not stated),36,-3,9,7,-4,-0.3,0.5,-12,14
CCOC(=O)C1CCN(C(=O)CNS(=O)(=O)c2cccs2)CC1,15,6,4,-1,26,2.5,0.7,-4[fluorescence artefact?],-7

# Remaining list, next part
molecule,PPC-1+TRAIL kill,NPY-Y1 antag,EP2 antag,NPY1 pot ag,EP2 modulator,TRPN1 ag,TRPML3 ag,14-3-3 Bad PPI,CHOP inh
O=C(COC(=O)c1cnccn1)c1ccc2c(c1)CCCC2,-3,0,3&8,-8,-5&0,0.1,0.1,-5,-14
O=C(CCCN1C(=O)c2ccccc2C1=O)Nc1cccnc1,1,-2,7,-9,12,1.3,-0.6,5,25
Cc1oc(-c2ccccc2)cc1C(=O)Nc1cccc2ccccc12,-1,5,8,-17,2,-1.7,-0.8,5,38
COC(CNC(=O)C1CCCCC1C(=O)O)OC (configuration not stated),1,-2,8,3,24,2.0,1.1,7,-48
Cc1cc(C(=O)COc2cccnc2[N+](=O)[O-])c(C)n1Cc1ccco1,10,-1,7,-8,-23,2.0,2.8,-17,26
O=C(COc1ccc(S(=O)(=O)NCc2ccccc2)cc1)NCC1CCCO1 (configuration not stated),14,5,11,-1,8,-1.0,0.3,0,-27
Cc1ccc(NCc2nnc3n2CCCCC3)cc1,9,2,6,16,2,0.9,0.9,-16,7
Cc1ccccc1OCC(=O)NNC(=O)CN1C(=O)c2ccccc2C1=O,10,0,6,-18,31,0.8,0.8,-7[fluorescence artefact?],-3
Clc1cccc(N2CCN(CCNc3nc4ccccc4n4cnnc34)CC2)c1,8,3,11,1,-35,1.1,0.6,-7,58
COc1ccc(S(=O)(=O)NCc2ccc(C)cc2)cc1,0,6,7,-19,13,-1.1,0.1,-5,39

# 4 entries drawn at random from the list so far, as already listed:
molecule,PPC-1+TRAIL kill,NPY-Y1 antag,EP2 antag,NPY1 pot ag,EP2 modulator,TRPN1 ag,TRPML3 ag,14-3-3 Bad PPI,CHOP inh
Cc1cc(C(=O)COc2cccnc2[N+](=O)[O-])c(C)n1Cc1ccco1,10,-1,7,-8,-23,2.0,2.8,-17,26
Clc1cccc(N2CCN(CCNc3nc4ccccc4n4cnnc34)CC2)c1,8,3,11,1,-35,1.1,0.6,-7,58
Cc1ccccc1OCC(=O)NNC(=O)CN1C(=O)c2ccccc2C1=O,10,0,6,-18,31,0.8,0.8,-7[fluorescence artefact?],-3
COC(CNC(=O)C1CCCCC1C(=O)O)OC (configuration not stated),1,-2,8,3,24,2.0,1.1,7,-48

# Carrying on.
# Sequence of screens – PPC-1+TRAIL kill, NPY-Y1 antag, EP2 antag, NPY1 pot ag, EP2 modulator, TRPN1 ag, TRPML3 ag, 14-3-3 Bad PPI, CHOP inh
- O=C(Cc1ccc(Cl)cc1)Nc1ccc(N2CCN(C(=O)c3ccco3)CC2)c(Cl)c1
  24, 1, 17, 22, 6, 2.1, 1.4, 0, 34
- COc1ccc(NC(=O)CCC(=O)c2ccc(-c3ccccc3)cc2)cc1
  26, -4, 14, -21, -43, 1.5, 0.5, -4[fluorescence artefact?], -6
- COC(=O)c1ccc(NC(=O)C(=O)c2cccn2C)cc1
  18, 1, 3, 2, -27, -0.4, 0.2, 1, 28
- CCOc1[nH]n(-c2ccccc2)c(=O)c1C=Nc1ccc(C)cc1
  10, 6, 2, -8, 57, 1.3, 0.1, -1, 77*
- Fc1ccc(-n2c(-c3cccs3)nc3nc4ccccc4nc32)cc1
  11, -2, 11, -33, 2, -0.3, 0.8, 16, 55
- O=C(Cc1coc(-c2ccc(F)cc2)n1)Nc1ccccc1
  23, -2, 10, -9, -28, 0.8, 0.0, 5, -6
- CCOC(=O)c1sc(NC(=O)CCN2C(=O)c3cccc([N+](=O)[O-])c3C2=O)c(C(=O)OCC)c1C
  -8, -4, 6, 9, -5, 0.3, -0.4, -2[fluorescence artefact?], -17
- CCOC(=O)c1sc(NC(=O)CSc2ccccn2)c(C#N)c1C
  -8, -2, 13, 14, 14, -0.5, 0.6, 10, 79*
- C/C=C/C=C\C(=O)Nc1cccc(C2=NOC3(C2)C[C@@H](C(N)=O)N(C(=O)/C(C)=C/C)C3)c1 (some centres not stated)
  13, /, 1, /, 15, /, /, -8, 3
- c1ccc(-c2nnc(SCc3nc4ccccc4[nH]3)n2Cc2ccco2)nc1
  18, 5, 11, 19, -1, 0.9, 1.5, 2, -8

# More records:
# Sequence of screens – PPC-1+TRAIL kill, NPY-Y1 antag, EP2 antag, NPY1 pot ag, EP2 modulator, TRPN1 ag, TRPML3 ag, 14-3-3 Bad PPI, CHOP inh
- COc1ccc(CCN(Cc2cccs2)S(=O)(=O)c2ccc(S(=O)(=O)N3CCC(C)CC3)cc2)cc1OC
  -10, 1, 6, -2, 26, 1.2, 1.2, -26, 20
- COc1cc(OC)c2c(c1)C(=O)OC2
  2, 0, 1, -10, 11, 0.2, 1.0, -3[fluorescence artefact?], 20
- COC(=O)c1ccc(Cl)c(NC(=O)c2cccc([N+](=O)[O-])c2C)c1
  26, 1, 10, -1, -10, -1.6, 0.8, 3, 6
- O=C(NCCc1ccccc1)C(=O)NCC1OCCN1S(=O)(=O)c1ccc([N+](=O)[O-])cc1 (configuration not stated)
  -6, -4, 4, 10, -53, 2.9, 2.5, 0, 2
- CC(C)(C)C1CCc2c(sc(NC(=O)c3ccco3)c2C(N)=O)C1 (configuration not stated)
  17, 2, 11, -10, 17, 1.4, 0.4, 1[fluorescence artefact?], 31
- Cc1ccc(S(=O)(=O)N2CCCC(C(=O)NNCC(=O)Nc3cc(F)ccc3F)C2)cc1 (configuration not stated)
  6, 4, 11, 17, -20, -2.5, 0.6, -14, 21
- O=C(NCCc1ccccc1)/C(=C/c1ccco1)c1ccccc1
  0, 6, 5, -8, 53, -0.3, 0.0, -9[fluorescence artefact?], 2
- O=C(/C=C/c1ccccc1)NC(=O)c1ccccc1O
  28, /, 4, 8, 8, 5.0, 5.7, 4, 20
- O=C(NCCc1cccs1)c1ccc(Cl)c(Cl)c1
  36, 6, 8, 1, -41, -2.0, -0.4, -9, 8
- Cn1c(C(C#N)C(=O)Cc2cccc3ccccc23)nc2ccccc21 (configuration not stated)
  -6, 4, 6, 3, 5, 1.1, -0.1, 6[fluorescence artefact?], 75*

# (more compounds)
# Sequence of screens – PPC-1+TRAIL kill, NPY-Y1 antag, EP2 antag, NPY1 pot ag, EP2 modulator, TRPN1 ag, TRPML3 ag, 14-3-3 Bad PPI, CHOP inh
- NC(=O)C1CCN(CC(=O)c2c[nH]c3ccc(F)cc23)CC1
  12, -7, 8, -12, 3, 0.7, 0.9, -4, 16
- Cc1nc(SCC(=O)Nc2ccc(F)cc2)c(C#N)c(C)c1CC(=O)c1ccc(Br)cc1
  -25, 11, /, -20, -13, 0.6, 0.1, 0[fluorescence artefact?], 103*
- CCn1c(C)nc2cc(C(=O)NNC(=O)CCC3CCCC3)ccc21
  10, 1, 7, 4, 17, 2.5, 0.9, 4, 1
- Cc1ccc(-c2n[nH]c(=O)c3ccccc23)cc1S(=O)(=O)Nc1ccc(F)cc1
  -2, /, 6, -7, -48, 0.5, 4.8, -2, 30
- CCOC(=O)C1CCCN(C(=O)CC(C)c2ccccc2)C1 (configuration not stated)
  22, -1, /, 14, 2, -0.7, 0.3, 3, -24
- O=C(C1CCC(=O)N1C1CCCCC1)N1CCN(c2ccc(F)cc2)CC1 (configuration not stated)
  7, -3, 10, 10, 3, 0.4, 0.0, -8, 11

# An excerpt; count on the stated rates, not on these rows.
